From PubChem BioAssay
DYRK1A inh: rat Dyrk1A kinase inhibitors, primary screen, biochemical, single point, plate reader; inhibition, % at 12.5 µM; AID 504441, 2011; ADP-Glo luminescence, NFATc1 peptide; 310,000 compounds, 0.43% hits; Dual specificity tyrosine-phosphorylation-regulated kinase 1A (Rattus norvegicus), Q63470; in the data active means inhibition above about 50%;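 further: plate controls were vehicle with enzyme for no effect and no enzyme for full effect; many of its hits are not listed in these tables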
KCNQ1 pot: potentiators or activators of KCNQ1 channel, primary screen, cell-based, thallium flux, high-throughput; 310,000 compounds, 0.35% hits; B-score at 10 µM; AID 2648, 2010; CHO-K1 KCNQ1, thallium flux FluxOR fluorescence; active compounds read high;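 active means fluorescence ratio B-score, a plate-corrected score, at least three library SD, with initial intensity B-score within 5 SD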
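Schedule – 37 °C overnight plating, 90-min dark dye load, 20-min compound pretreatment · System – stable KCNQ1 CHO-K1 line · Probe or stimulus – thallium- and potassium-containing depolarizing buffer · Measured by – kinetic FluxOR fluorescence, 10 s baseline plus 110 s post-stimulus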
RGS4 block: RGS4 inhibitors, primary screen, cell-based, HEK293 M3R inducible RGS4, calcium flux. B-score at 10 µM. 310,000 compounds, 0.45% hits. Fluo-4 calcium flux; active compounds read high; triggered by carbachol at its EC20. AID 463165, 2010;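 active means B-score, a plate-corrected calcium signal, over three deviations above library mean, with baseline fluorescence within five deviations of library mean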;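 further: RGS4 expression induced by doxycycline in cells with stable M3 receptor; B-score is computed from the integrated fluorescence ratio over baseline after carbachol; higher B-score means a larger calcium signal and so more RGS4 inhibition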
hERG protect: hERG rescue from dofetilide block, primary screen, cell-based, CHO-hERG, FluxOR thallium flux, dofetilide IC70. Voltage-gated inwardly rectifying potassium channel KCNH2 (Homo sapiens), Q12809. dofetilide IC70 present. activation (rescue from dofetilide block), less the hit threshold, % at 10 µM. 310,000 compounds, 0.51% hits. AID 1511, 2009;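 active means activation above the mean of controls blocked by dofetilide plus 5 SD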;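 further: thallium influx through hERG after potassium depolarization seen as dye fluorescence rise; in these data hits start at about 4.7%; inactives centre near -7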
RGS4 pot: RGS4 potentiators or activators, primary screen, cell-based, HEK293 M3R inducible RGS4, calcium flux; carbachol calcium flux Fluo4; active compounds read low; B-score at 10 µM; 310,000 compounds, 0.92% hits; AID 463111, 2010;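 active means B-score of the integrated calcium signal more than 4 SD below the library mean, with starting fluorescence not abnormally high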;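 further: negative B-score means reduced calcium response which marks RGS4 activation or potentiation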
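Also added: carbachol at ECmax as muscarinic agonist stimulus; Assay system: HEK293 cells with stable M3R and inducible RGS4; Timing: overnight RGS4 induction, 30 min dye load 37 °C, 20 min compound RT; Measured by: Fluo4-AM (2 µM) calcium-flux fluorescence, kinetic read.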
KCNK3 block: human KCNK3 channel inhibitors, primary screen, CHO cells, FluxOR thallium flux, B-score; AID 602410, 2012; B-score at 10 µM; Potassium channel subfamily K member 3 (Homo sapiens), O14649; 340,000 compounds, 0.84% hits; FluxOR fluorescence; active compounds read low;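 active means B-score under library mean minus 4 SD, starting fluorescence ratio at most library mean plus 5 SD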;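 further: more negative B-score means stronger inhibition of thallium flux through KCNK3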
GSK3beta inhib: human GSK3beta kinase inhibitors, primary screen, biochemical, cell-free homogeneous, HTS; AID 2097, 2009; 300,000 compounds, 0.038% hits; Glycogen synthase kinase-3 beta (Homo sapiens), P49841; activity score (negative = inhibition), % at 10 µM; GST-GSK3beta kinase, ADP-Glo luminescence, 60 min; active compounds read low;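 active means more than half of replicate wells score below -50%, meaning over 50% inhibition versus plate controls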;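 further: 0% = median DMSO wells and -100% = median GW8510 positive control wells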
Target sequence (P49841 whole entry, looked up): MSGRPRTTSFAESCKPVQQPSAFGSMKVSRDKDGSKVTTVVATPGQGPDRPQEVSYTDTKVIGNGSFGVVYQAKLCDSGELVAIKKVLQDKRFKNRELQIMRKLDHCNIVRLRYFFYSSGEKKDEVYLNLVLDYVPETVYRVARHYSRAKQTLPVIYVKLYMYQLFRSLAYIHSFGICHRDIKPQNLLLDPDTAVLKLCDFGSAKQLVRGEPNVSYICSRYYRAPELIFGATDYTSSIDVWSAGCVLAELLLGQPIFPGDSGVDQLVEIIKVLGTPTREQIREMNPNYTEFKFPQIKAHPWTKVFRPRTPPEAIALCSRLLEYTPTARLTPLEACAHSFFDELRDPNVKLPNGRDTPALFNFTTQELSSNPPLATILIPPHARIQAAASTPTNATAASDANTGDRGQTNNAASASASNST
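Assay system: GST-tagged human GSK3beta kinase, cell-free; Input: 1.6 ng GSK3beta; Medium: Tris/MgCl2 kinase buffer; Timing: 60 min enzyme reaction, room temperature; Signal: ADP-Glo luminescence quantifying ADP generated by kinase; Evaluation: score relative to plate controls; Benchmarks: DMSO neutral wells and GW8510 at 20 µM as positive.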
KCNQ1 block: inhibitors of human KCNQ1 channel, primary screen, cell-based, thallium flux, high-throughput | Potassium voltage-gated channel subfamily KQT member 1 (Homo sapiens), P51787 | CHO-K1 KCNQ1, FluxOR thallium flux fluorescence; active compounds read high | B-score at 10 µM | 310,000 compounds, 1.3% hits | AID 2642, 2010;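 active means compounds whose thallium flux B-score, printed positive for inhibition, exceeds three library SD while starting fluorescence stays within three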;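 further: channel opened by potassium depolarization with thallium stimulus after 20 min compound exposure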
PolyA inhibitor: polyadenylation inhibitors in yeast reporter cells, primary screen, luminescence, S. cerevisiae | 300,000 compounds, 0.02% hits | AID 1875, 2009 | S. cerevisiae SKY197-pL101 polyadenylation reporter, beta-gal luminescence; efflux-impaired pdr1/pdr3 knockout yeast; score 100 = 6 SD above DMSO | calls only at 12 µM;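 active means lowest replicate activity score at least 50, where 100 means six control SD above control mean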;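 further: yeast exposed to compound for 9 h at 30 °C; higher score means more reporter readthrough which indicates perturbed polyadenylation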
KCNK9 inh: KCNK9 potassium channel inhibitors, primary screen, HEK293 cells, thallium flux. FluxOR thallium flux fluorescence; active compounds read low. B-score at 10 µM. 310,000 compounds, 1.2% hits. AID 488922, 2010;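 active means ratio B-score over 3 SD below the library mean, with starting fluorescence within 5 SD of its mean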;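 further: negative B-score means less thallium flux so channel inhibition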
GSK3 alpha inh: blockers of GSK3A enzyme activity – biochemical, luminescence, cell-free homogeneous, HTS, primary screen; Glycogen synthase kinase-3 alpha (Homo sapiens), P49840; GSK-3 alpha kinase, ADP-Glo luminescence, 60 min; inhibition, % at 10 µM; 320,000 compounds, 0.1% hits;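 in the data active means inhibition above about 50%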;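 further: GST-tagged GSK-3 alpha with peptide substrate and 25 µM ATP; 0% = DMSO neutral wells and 100% = GW8510 positive control wells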
Target sequence (P49840 whole entry, looked up): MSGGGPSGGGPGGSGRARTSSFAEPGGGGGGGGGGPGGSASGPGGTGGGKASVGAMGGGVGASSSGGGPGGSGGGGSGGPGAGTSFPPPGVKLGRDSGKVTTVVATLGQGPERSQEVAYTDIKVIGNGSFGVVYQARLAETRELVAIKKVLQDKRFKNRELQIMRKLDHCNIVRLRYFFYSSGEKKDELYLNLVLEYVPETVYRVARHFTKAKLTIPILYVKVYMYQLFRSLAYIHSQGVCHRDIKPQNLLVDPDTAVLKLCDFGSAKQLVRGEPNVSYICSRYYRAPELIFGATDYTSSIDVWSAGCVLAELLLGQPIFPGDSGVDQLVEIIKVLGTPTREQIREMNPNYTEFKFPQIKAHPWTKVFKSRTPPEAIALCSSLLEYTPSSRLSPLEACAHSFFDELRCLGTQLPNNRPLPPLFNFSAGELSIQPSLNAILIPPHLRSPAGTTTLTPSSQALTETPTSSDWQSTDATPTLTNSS
The depositor's hits bear a star; i = inactive; . = no result given. The list is partial (hit frequency here may not be typical).

mol	GSK3 alpha inh	KCNK3 block	KCNK9 inh	hERG protect	KCNQ1 pot	PolyA inhibitor	GSK3beta inhib	KCNQ1 block	RGS4 pot	DYRK1A inh	RGS4 block
CCNS(=O)(=O)c1ccc(CCC(=O)N2CCN(c3cccc(Cl)c3)CC2)cc1	-7	i	i	-7	i	i	1	i	i	9	i
CCN(CC)C(=O)c1ccc(O)c(OC)c1	0	i	i	-5	i	i	0	i	i	3	i
CC(=O)Nc1ccc(/C=N/NC(=S)NC(C)C)cc1	-2	i	i	-14	i	i	-1	i	i	.	i
Cn1c(CCN2CCN(c3ccccn3)CC2)nc2cc(NC(=O)COc3ccc(Cl)cc3)ccc21	-6	i	i	-9	i	i	-1	i	i	-3	i
CCOc1ccc(CNC(=O)c2ccc(Sc3ccc(Cl)cc3)c(NC(C)=O)c2)cc1	-1	i	i	-2	i	i	3	i	i	1	i
CC(=O)N(c1ccc2oc(=O)sc2c1)S(=O)(=O)c1cccs1	1	i	i	-10	i	i	0	i	i	-2	i
COc1cc(C(=O)Nc2c(C)cc(C)cc2C)c(Br)c(OC)c1OC	3	i	i	-6	i	.	-3	i	i	-1	i
CCOc1cc(C(=O)N/N=C/C(Br)=C/c2ccccc2)cc(OCC)c1OCC	-5	i	i	-6	i	i	2	i	i	3	i
Cc1c(OCC(=O)N[C@@H](Cc2c[nH]c3ccccc23)C(=O)O)ccc2c1oc(=O)c1ccccc12	8	i	i	-10	i	i	2	i	i	2	i
COc1ccc(Cl)cc1N(C)C(=O)CCNC(=O)Cn1cnc2ccccc2c1=O	3	i	i	5.0*	i	i	0	i	i	0	i
O=C(NCc1ccccc1)C12CC3CC(CC(C3)C1)C2	1	i	i	-14	i	i	2	i	i	-3	i
CC1(C)OC(=O)C(=CNn2cnc3ccccc3c2=O)C(=O)O1	-1	i	i	-5	i	i	2	i	i	5	i
CS(=O)(=O)c1ccc(NCCN2CCOCC2)c([N+](=O)[O-])c1	-1	i	i	-1	i	i	2	i	i	5	i
COc1ccc(CCNC(=O)C2CCCN(c3nc4ccccc4s3)C2)cc1OC (stereo not given)	18	i	i	-13	i	i	.	i	i	-5	i
COC(=O)[C@@H](Cc1ccccc1)NC(=O)NCCc1ccc(OC)c(OC)c1	1	i	i	-2	i	i	-3	i	i	.	i
CC1(C)Oc2ccc3ccc(=O)oc3c2/C(=C/NC2CCCCC2)C1=O	0	i	-11*	-8	i	i	.	8*	-7*	.	i
COc1cccc(CNC(=O)C2CCN(S(=O)(=O)N3CCC4(CC3)OCCO4)CC2)c1	-5	i	i	-2	i	i	0	i	i	14	i
CC(=O)Oc1ccc(CCC(C)OC(C)=O)cc1 (stereo not given)	4	i	i	-1	i	i	1	i	i	-3	i
COc1cc2c(cc1NC(=O)C(c1ccccc1)c1ccccc1)CCCC2	2	i	i	-10	i	i	4	i	i	-4	i
COc1ccc(OC(=O)N2CCOCC2)cc1	1	i	i	-10	i	i	4	i	i	-7	i
NC(=O)c1ccc(/C(N)=N/S(=O)(=O)c2cc(C(F)(F)F)cc(C(F)(F)F)c2)cc1	0	i	i	-6	i	i	-1	i	i	.	i
CC(=O)Oc1ccc2occ(C(=O)c3cccs3)c2c1	43	i	i	-6	i	i	-17	i	i	10	i
CCOc1ccc(CCNC(=O)Cn2nc(C)n3cccc3c2=O)cc1OCC	-1	i	i	-7	i	i	-3	i	i	-2	i
COc1ccc(Oc2ccc(C(F)(F)F)cc2NC(=O)c2ccc(C)cc2)cc1	-2	i	i	-16	i	i	3	i	i	1	i
C/C(=N\NC(=O)c1nn(C)cc1Br)c1ccncc1	0	i	i	-6	i	i	-2	i	i	-2	i
Cc1ccc(CN2CCN(Cc3cccc4c3OCO4)CC2CCO)cc1 (stereo not given)	-1	i	i	-7	i	i	1	i	i	-3	i
Cc1ccc(C)c(OCCC(=O)NCCc2ccc(Cl)cc2)c1	-1	i	i	-10	i	i	2	i	i	-2	i
COc1ccc(CN(C(=O)c2oc3ccccc3c2C)C2CCS(=O)(=O)C2)cc1 (stereo not given)	-3	i	i	-3	i	i	2	i	i	3	i
Cc1nc(C)c(-c2ccc(SCC(=O)Nc3cccc(Cl)c3)nn2)s1	1	i	i	-7	i	i	1	i	i	-1	i
CCCN1CCc2c(sc(NC(=O)Cc3ccc(F)cc3)c2C(N)=O)C1	-1	i	i	-8	i	i	1	i	i	-2	i
Cc1cccc(OCc2nnc(SCC(=O)Nc3sc(C)c(C)c3C#N)n2C)c1	-1	i	i	-9	i	i	-26	i	i	1	i
Cc1ccnc(NC(=O)CCc2c(C)nc3ncnn3c2C)c1	23	i	i	-12	i	i	-4	i	i	-4	i
CCOc1ccc(/C=N/Nc2ccccn2)cc1	.	i	i	-2	i	i	1	i	i	1	i
CC1(C)CC(=O)C(CC(=O)N2CCC(Cc3ccccc3)CC2)C(=O)C1	-1	i	i	-17	i	i	3	i	i	-4	i
COc1cc(S(=O)(=O)NC2CCCC2)ccc1Cl	0	i	i	-8	i	i	2	i	i	5	i
O=C(NCc1cccs1)C1CC(O)CN1C(=O)Nc1ccccc1 (stereo not given)	-2	i	i	-3	i	i	0	i	i	3	i
C/C(=N\NC(=O)c1nonc1N)c1cccs1	.	i	i	-5	i	i	0	i	i	-15	i
COc1cc(C)c(N)cc1C(C)C	0	i	i	-1	i	i	0	i	i	-4	i
CC(C)COc1cccc(C(=O)Nc2ccc(CN3CCOCC3)cc2)c1	-2	i	i	-8	i	i	3	i	i	5	i
Cc1cc(C)n(CC(=O)NC2CCCc3c2cnn3-c2ccc(C)c(C)c2)n1 (stereo not given)	-3	i	i	-7	i	i	1	i	i	-2	i
Cc1ccc(S(=O)(=O)N2CCN(C(=O)CSc3ccccn3)CC2)c(C)c1	-2	i	i	-13	i	i	2	i	i	-1	i
O=C(c1ccncc1)N1CCN(S(=O)(=O)c2ccc3ccccc3c2)CC1	0	i	i	-5	i	i	2	i	i	0	i
CC(=O)c1ccc(Nc2cc(C)nc3ncnn23)cc1	2	i	i	-8	i	i	2	i	i	2	i
CCc1cccc(CC)c1NC(=O)Cn1c(-c2ccc(F)cc2)noc1=O	-2	i	i	-3	i	i	-2	i	i	0	i
COc1ccc(N2CC(C(=O)OCC(=O)Nc3ccccc3C)CC2=O)cc1 (stereo not given)	-2	i	i	1	i	i	1	i	i	-4	i
COC(=O)C1=C(C)NC(=O)/C1=C\c1cc(C)n(-c2ccccc2C)c1C	0	i	i	-5	i	i	1	i	i	2	i
COc1cc(NC(=O)c2ccc(C)cc2)c(OC)cc1NC(=O)CN1CCCCC1	1	i	i	-5	i	i	1	i	i	-14	i
COc1cc(/C=C2\SC(=S)N(Nc3ccccc3)C2=O)cc(OC)c1OC	-1	i	i	-5	i	i	0	i	i	-2	i
Fc1ccc(Cn2nnnc2CN2CCc3ccccc3C2)cc1	0	i	i	-5	i	i	3	i	i	2	i
O=C(NCCCN1CCOCC1)C(=O)N/N=C/c1c2ccccc2cc2ccccc12	-1	i	i	-8	i	i	2	i	-9.2*	13	i
CCCCCCSc1nsc(NC(=O)CCC)n1	-2	i	i	-5	i	i	2	6*	i	-8	i
CC(C)(O)P(C)(=O)c1ccccc1 (stereo not given)	10	i	i	-12	i	i	6	i	i	0	i
COC(=O)CC1C(=O)NCCN1C(=O)c1cc(OC)c(OC)cc1OC (stereo not given)	-3	i	i	-3	i	i	-3	i	i	-6	i
CCOC(=O)c1[nH]c2ccc(OC)cc2c1NC(=S)N1CCN(c2ccccc2OC)CC1	1	i	i	-22	i	i	-1	i	i	1	i
COc1ccc(NC(=O)CSc2nnc(C3CCCCC3)o2)c(OC)c1	-4	i	i	-3	i	i	0	i	i	2	i
Cc1nn(-c2ccccc2)c(=S)c2ccccc12	0	i	i	0	i	i	-2	i	i	1	i
Cc1cccc(CC(=O)NCCN2CCOCC2)c1	-5	i	i	-6	i	i	0	i	i	3	i
CC1=CC2=NC(=O)/C(=C\c3cccn3CCOc3cc(C)cc(C)c3)C(=N)N2O1	-1	i	-7.9*	-5	i	i	3	i	i	-1	i
Cc1cc2oc(=O)cc(CN3CCN(Cc4ccccc4)CC3)c2cc1C	.	i	i	-7	i	i	-2	i	i	3	i
Cn1cc(Cl)c(/C(N)=N/OC(=O)c2ccccc2C(F)(F)F)n1	-3	i	i	-3	i	i	2	i	i	2	i

More records.
mol	GSK3 alpha inh	KCNK3 block	KCNK9 inh	hERG protect	KCNQ1 pot	PolyA inhibitor	GSK3beta inhib	KCNQ1 block	RGS4 pot	DYRK1A inh	RGS4 block
Cc1c(N=C2C(=O)Nc3ccccc32)c(=O)n(-c2ccccc2)n1C	-2	i	i	-10	i	i	-2	i	i	2	i
COc1ccc(CN(C)c2ncnc3sccc23)c(OC)c1OC	2	i	i	-13	i	i	-1	i	i	0	i
COCCNS(=O)(=O)c1ccc2c3c(cccc13)C(=O)N2C	-1	i	i	0	i	i	-1	i	i	-2	i
Cn1c(Cn2c(=O)sc3ccccc32)nnc1SCc1ccc(F)cc1	1	i	i	-8	i	i	4	i	i	-3	i
CCOc1ccccc1N(CC(=O)N1CCc2ccccc2C1)S(C)(=O)=O	-2	i	i	-11	i	i	4	i	i	10	i
